Jurkat autofluor = autofluorescence counter-screen for VLA-4 integrin assays. Jurkat cells, compound autofluorescence, flow cytometry; stronger effect = higher value; 1 = vehicle-only cell background. fluorescence ratio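 (tested at 10 µM compound in the well)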. 24,000 compounds, 0.61% hits. AID 576;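 active means fluorescence ratio above 2.44, which is 1 plus 3 SD of all ratios; inconclusive means signal too bright to measure linearly, ratio around 10 or more; inactive means fluorescence ratio below 2.44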;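 further: green fluorescence of cells measured with 488 nm excitation and 530 nm emission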
VLA-4 agonist = allosterically activates the human VLA-4 integrin; P13612; Jurkat cells, LDV-FITC binding, flow cytometry; activation, % at 10 µM (by protocol); 24,000 tested, under 10 active; AID 528;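 active means fluorescent ligand binding to cells raised by more than 40% of the manganese-induced maximum; inconclusive means compound's own fluorescence above 85% of the ligand control signal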;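 further: 0% = ligand binding without compound and 100% = manganese-stimulated maximal binding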
Target sequence (P13612 whole entry, looked up): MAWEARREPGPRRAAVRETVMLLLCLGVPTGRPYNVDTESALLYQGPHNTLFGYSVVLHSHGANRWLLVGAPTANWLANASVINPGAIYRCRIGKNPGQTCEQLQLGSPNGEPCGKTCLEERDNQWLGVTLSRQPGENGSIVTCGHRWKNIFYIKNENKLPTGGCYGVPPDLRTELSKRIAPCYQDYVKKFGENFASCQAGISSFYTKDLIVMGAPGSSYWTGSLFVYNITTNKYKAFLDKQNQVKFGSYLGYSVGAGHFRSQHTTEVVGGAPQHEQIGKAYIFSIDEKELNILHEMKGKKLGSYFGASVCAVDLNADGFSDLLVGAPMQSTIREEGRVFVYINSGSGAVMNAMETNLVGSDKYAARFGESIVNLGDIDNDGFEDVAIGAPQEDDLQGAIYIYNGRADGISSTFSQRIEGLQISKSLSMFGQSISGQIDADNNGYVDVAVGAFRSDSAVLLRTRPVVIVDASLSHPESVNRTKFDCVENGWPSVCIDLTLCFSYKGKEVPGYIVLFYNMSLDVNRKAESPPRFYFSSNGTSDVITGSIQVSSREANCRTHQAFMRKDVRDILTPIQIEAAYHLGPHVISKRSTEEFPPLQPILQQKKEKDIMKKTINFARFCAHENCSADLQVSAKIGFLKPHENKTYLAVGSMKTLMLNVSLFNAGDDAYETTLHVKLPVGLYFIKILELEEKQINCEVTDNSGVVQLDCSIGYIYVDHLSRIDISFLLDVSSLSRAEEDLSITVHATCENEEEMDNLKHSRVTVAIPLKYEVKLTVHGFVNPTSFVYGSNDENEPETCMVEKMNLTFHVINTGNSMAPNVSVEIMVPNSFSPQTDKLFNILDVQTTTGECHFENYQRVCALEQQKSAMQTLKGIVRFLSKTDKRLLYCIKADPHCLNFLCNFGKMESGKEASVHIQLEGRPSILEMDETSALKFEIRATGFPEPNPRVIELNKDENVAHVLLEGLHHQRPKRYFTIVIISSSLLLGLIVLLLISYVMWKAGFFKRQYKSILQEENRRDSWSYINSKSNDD
VLA-4 antagonist = inhibitors of LDV-FITC ligand binding to Mn2+-activated human VLA-4 integrin; 24,000 compounds, 0.2% hits; inhibition, % at 10 µM (by protocol); AID 529; P13612; Jurkat cells, LDV-FITC binding with Mn2+, flow cytometry; 100% = Mn2+-driven binding gain fully reversed;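 active means inhibition above 50%; inconclusive means compound itself fluorescent, judged against control cell fluorescence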;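 further: 0% = Mn2+ stimulated cells lacking compound and 100% = ligand binding without Mn2+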
LNCaP diff act = LNCaP prostate cell differentiation activation; AID 795; flow cytometry side scatter, 4 d; side scatter shift, % at 10 µM; 24,000 compounds, 0.56% hits;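 active means side scatter shift above 30%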;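 further: androgen-responsive LNCaP prostate cancer cells in charcoal-stripped serum medium; percent of cells past a gate set so DMSO wells show 10% shift; higher shift means more granular cells and more differentiation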
Active calls of the source: *; ? = inconclusive; · = no result given. The list is partial; count on the stated rates, not on these rows.

Start of the data: the first 6 compounds as a preview:
SMILES | Jurkat autofluor | VLA-4 agonist | VLA-4 antagonist | LNCaP diff act
CCN(CCNC(=O)Cn1cc2c(n1)CCCC2)c1ccccc1 | 1.1 | -1 | 0 | 10
COCc1nnc(NC(=O)c2ccc(S(=O)(=O)N3CCCCCC3)cc2)o1 | 2.5* | ? | ? | 10
Cc1ccc2cc(C(c3nnnn3CC3CCCO3)N3CCc4ccccc4C3)c(=O)[nH]c2c1 (stereo not drawn) | 1.1 | 4 | -4 | 17
CC(C)(C)c1ccc(O)c(N)c1 | 1.2 | -3 | 2 | 12
N#CC1=C(SCC(=O)NC23CC4CC(CC(C4)C2)C3)NC(=O)C(C#N)C12CCCCC2 (stereo not drawn) | 1.2 | -1 | -8 | 8
CN(Cc1ccco1)C(=O)c1ccc(N2CCCC2=O)cc1 | 1.1 | 2 | -17 | 21

This part in full, from the start:
SMILES | Jurkat autofluor | VLA-4 agonist | VLA-4 antagonist | LNCaP diff act
CCN(CCNC(=O)Cn1cc2c(n1)CCCC2)c1ccccc1 | 1.1 | -1 | 0 | 10
COCc1nnc(NC(=O)c2ccc(S(=O)(=O)N3CCCCCC3)cc2)o1 | 2.5* | ? | ? | 10
Cc1ccc2cc(C(c3nnnn3CC3CCCO3)N3CCc4ccccc4C3)c(=O)[nH]c2c1 (stereo not drawn) | 1.1 | 4 | -4 | 17
CC(C)(C)c1ccc(O)c(N)c1 | 1.2 | -3 | 2 | 12
N#CC1=C(SCC(=O)NC23CC4CC(CC(C4)C2)C3)NC(=O)C(C#N)C12CCCCC2 (stereo not drawn) | 1.2 | -1 | -8 | 8
CN(Cc1ccco1)C(=O)c1ccc(N2CCCC2=O)cc1 | 1.1 | 2 | -17 | 21
Cc1cc(N2CCC3(CC2)OCCO3)n2nc(C)c(-c3ccc(Cl)cc3)c2n1 | 1.1 | 0 | 3 | 8
CCCSC1=C(C#N)C(c2cc(OC)ccc2OC)CC(=O)N1 (stereo not drawn) | 1 | 6 | -7 | 7
O=C1NC2c3ccccc3C(=O)N2c2c1cnn2-c1ccccc1 (stereo not drawn) | 1.1 | 1 | -12 | 4
CC(C)Cc1n[nH]c(=O)[nH]1 | 1.1 | 6 | -16 | 3
CCCCn1c(SCC(=O)Nc2cccc(OC)c2)nc2ccc(N3CCOCC3)cc2c1=O | 1.1 | -6 | 18 | 2
CCNc1nc(Oc2ccc(=O)n(C)n2)nc(N2CCOCC2)n1 | 1.1 | -3 | -16 | 6

As entered above:
Under Jurkat autofluor, `CC(C)(C)c1ccc(O)c(N)c1` is listed with 1.2
Under LNCaP diff act, `Cc1ccc2cc(C(c3nnnn3CC3CCCO3)N3CCc4ccccc4C3)c(=O)[nH]c2c1` (stereo not drawn) is listed with 17

Additional records
SMILES | Jurkat autofluor | VLA-4 agonist | VLA-4 antagonist | LNCaP diff act
Cc1cc2cc(CNC(=O)c3ccc4c(c3)OCO4)ccc2n1C | 1.1 | -2 | -10 | 12
Cn1cc(-c2nc3ccccc3[nH]2)c2ccccc21 | 1.4 | -4 | 12 | 5
O=C(O)c1cc(-c2cccs2)nc2cc3c(cc12)OCCO3 | 1 | ? | ? | 3
OCCN1CCN(C(c2cccs2)c2ccc3cccnc3c2O)CC1 (stereo not drawn) | 1 | -5 | 1 | 6
CCN(CC)CCCNC(=O)c1cn(C)c2ccc(S(=O)(=O)N(C)C)cc2c1=O | 0.97 | 0 | -5 | 8
CCOC(=O)C(CC)n1cnc2c(nnn2-c2ccc(C)cc2)c1=O (stereo not drawn) | 1.1 | -2 | 11 | 3
CCN(Cc1ccccc1)C(=O)CSc1nc(C)cc2c1C(=O)OC2 | 1.1 | -9 | 14 | 4
Cc1ccc(NC(=O)c2oc3ccc(S(=O)(=O)N4CCOCC4)cc3c2C)cc1C | 1.1 | -3 | 9 | 15
O=C(Nc1cccc(OC(=O)c2ccco2)c1)c1ccco1 | 0.94 | 2 | 5 | 6
Cn1cc(CNC(=O)C2c3ccccc3Oc3ccccc32)cn1 | 0.99 | 6 | 1 | ·
CCOc1ccccc1NC(=O)CC1Nc2cc(C)c(C)cc2NC1=O (stereo not drawn) | 4.9* | ? | ? | 6
Cc1ccccc1-n1c(SCc2cc(=O)n3ccccc3n2)nc2[nH]ncc2c1=O | 1.1 | 0 | 2 | 11
COC(=O)CN1C(=O)CC(C)(C)S(=O)c2ccccc21 (stereo not drawn) | 1.1 | 0 | 2 | 2
c1ccc(-n2nnnc2OCCOc2nnnn2-c2ccccc2)cc1 | 1 | 4 | -10 | 17
CSc1ccc(Cn2nnc(C(=O)NCc3ccccc3)c2N)cc1 | 0.97 | 6 | -9 | 12
CCC(=O)c1ccc(O)cc1 | 1 | 0 | -8 | 6
COc1ccc(Nc2cc(C(=O)NCCCN3CCN(C)CC3)c3ccccc3n2)c(OC)c1 | 1.1 | -2 | -18 | 12
O=C(NCCCN1CCCCCC1)C1CC(=O)N(C2CCCC2)C1 (stereo not drawn) | 0.99 | -6 | -4 | 6
COc1ccc(N2C(=O)CCC(C(=O)NCCN3CCOCC3)C2c2ccc(OC)c(OC)c2)cc1 (stereo not drawn) | 1.1 | 1 | -14 | 9
O=C(O)CC1(Cc2nc(-c3cccs3)no2)CCCC1 | 1.2 | 0 | -5 | 6
O=C(CCCn1c(SCC(=O)c2ccc(F)cc2)nc2ccccc2c1=O)NCc1ccco1 | 1 | 1 | 14 | 8
O=C(Cn1cnc2c(nnn2Cc2ccccc2)c1=O)c1ccc(Cl)cc1 | 1 | 0 | 9 | 17
COc1ccc(CC(=O)NCc2ccccc2)cc1S(=O)(=O)N1CCOCC1 | 0.98 | 2 | -13 | 1
Cc1ccccc1C(OCCN(C)C)c1ccccc1 (stereo not drawn) | 1 | 0 | -7 | 4
Cc1cccc(-n2nc3c(c2NC(=O)c2ccc(Br)o2)CSC3)c1 | 1.1 | 3 | -6 | 2
CC1=C(C(=O)OCc2ccccc2)C(c2ccco2)n2ncnc2N1 (stereo not drawn) | 1 | -4 | 7 | 5
O=c1c2nnn(Cc3ccc(Cl)cc3)c2ncn1Cc1ccc(F)cc1 | 0.98 | 7 | -3 | 9
O=C(c1ccco1)N1CCN(c2c(-c3ccccc3)c3cc(Cl)ccc3[nH]c2=O)CC1 | 1.1 | 5 | -12 | 5
CSc1cccc(NC(=O)Cn2cccc2)c1 | 1.1 | 10 | -35 | 3
CCCc1[nH]nc2c1C(CCc1ccccc1)C(C#N)=C(N)O2 (stereo not drawn) | 1.2 | -10 | 61* | 4
CC(NC(=O)c1cc2c(=O)n(C)c3ccccc3c2n1C)c1ccc2c(c1)OCCO2 (stereo not drawn) | 1 | 5 | -6 | 6
COc1ccc(C2C(C(=O)Nc3cccnc3)=C(C)Nc3nc(-c4cccs4)nn32)cc1OC (stereo not drawn) | 1 | 2 | -6 | 3
COc1ccc(NC(=O)c2cc(C3CC3)on2)c(OC)c1 | 1 | -3 | 7 | 9
Cc1ccc2c(c1)NCC(C(=O)NC1CCCCC1)O2 (stereo not drawn) | 1.1 | ? | ? | 6
COc1cccc(Cn2nnc(C(=O)NCc3ccccc3Cl)c2N)c1 | 1.5 | ? | ? | 11
Cc1c(NC(=O)c2cnn3c2NC(c2ccco2)CC3C(F)(F)F)c(=O)n(-c2ccccc2)n1C (stereo not drawn) | 0.99 | -4 | 6 | 13
O=C(OC1CCCCC1)c1ccc2c(c1)C1C=CCC1C(C(=O)O)N2 (stereo not drawn) | 3.8* | ? | ? | 8
CCOC(=O)N1CCN(C(=O)c2oc3ccc(S(=O)(=O)N4CCCCC4)cc3c2C)CC1 | 1.1 | -5 | -25 | 3
COc1ccc(C2CC(c3cc(Br)ccc3F)n3nnnc3N2)cc1 (stereo not drawn) | 1.1 | -2 | -3 | 8
C[C@H](NC(=O)OC(C)(C)C)C(=O)NCC1CCC(C(=O)O)CC1 (stereo partly drawn) | 0.91 | 1 | -14 | 2
CC(=O)[C@H]1CC[C@H]2[C@@H]3CCC4=CC(=O)CC[C@]4(C)[C@H]3CC[C@]12C | 1 | -8 | -9 | 4
COc1ccc(S(=O)(=O)NC(CC(=O)NCc2ccco2)c2ccco2)cc1 (stereo not drawn) | 0.98 | 1 | -5 | 17
Brc1cnn(-c2nc(N3CCOCC3)nc(N3CCOCC3)n2)c1 | 1 | -5 | 16 | 10
C=CCOc1ccc(/C(O)=C2\C(=O)C(=O)N(CCOC)C2c2cccnc2)cc1 (stereo not drawn) | 1 | 8 | -26 | 17
COc1cccc(-c2nc(CS(=O)CC(=O)NCc3ccc4c(c3)OCO4)c(C)o2)c1 (stereo not drawn) | 0.84 | ? | ? | 1
CCOC(=O)c1c(C)oc2c1c(/C=N/c1ccccn1)c(O)c1ccccc12 | 8.9* | ? | ? | 5
COc1ccc(CCn2c(SCC(=O)Nc3cc(C)on3)nc3ccsc3c2=O)cc1OC | 1.1 | 4 | 20 | 5
Cc1cccc(COc2ccc(/C(O)=C3\C(=O)C(=O)N(CCN(C)C)C3c3ccncc3)cc2)c1 (stereo not drawn) | 1 | 2 | -32 | 20
COC(=O)CN(c1nc(C)c(Cl)c(OC)n1)S(=O)(=O)c1ccc(C)cc1 | 1 | 8 | 2 | 23
CCOC(=O)c1[nH]c(C)c(C(=O)NCCc2ccc(OC)cc2)c1C | 1.1 | 2 | -16 | 7
CCOC(=O)c1cc(-c2nnc(-c3ccc(Oc4ccccc4)cc3)o2)c(C)nc1C | 1.1 | -5 | -2 | 4
O=C(CN1CCOc2ccccc21)NCc1ccc(F)cc1 | 1 | 2 | 16 | 4
CSc1c(CC(=O)NCCO)n(C)c2ccccc12 | 1.1 | 1 | -1 | 6
COC(=O)c1ccc2c(=O)n(Cc3ccc4c(c3)OCO4)c(SCC(=O)N3CCCC3)nc2c1 | 1 | 2 | -8 | 4
Cc1n[nH]c(C)c1S(=O)(=O)N1CCCC(C(=O)N2CCN(c3ccc(Cl)cc3)CC2)C1 (stereo not drawn) | 1.1 | -5 | -7 | 1
O=S(=O)(NC1CCN(Cc2ccccc2)CC1)c1cccc2cccnc12 | 1.1 | 6 | -6 | 17
Cc1ccc(S(=O)(=O)NCC2CCC(C(=O)NCc3ccco3)CC2)cc1 (stereo not drawn) | 1.2 | 2 | 13 | 10
Cc1nn(C)c(C)c1S(=O)(=O)N1CCC(C(=O)NC(C)c2ccccc2)CC1 (stereo not drawn) | 1.1 | -2 | 7 | 6
CCOC(=O)c1ccc(COC(=O)c2cc3ccccc3oc2=O)o1 | 1 | -11 | 1 | 15
COc1ccc(-c2c(C)oc3c(CN4CCN(C)CC4)c(O)ccc3c2=O)cc1 | 1.1 | -5 | 13 | 11
Continued.
SMILES | Jurkat autofluor | VLA-4 agonist | VLA-4 antagonist | LNCaP diff act
CC1CCN(C(=O)C2CC(c3ccc(F)cc3)=NO2)CC1 (stereo not drawn) | 1.1 | -4 | 20 | 10
CCCN1CCN(CCCNC(=O)C2CCCN(c3nnc(-n4cccc4)s3)C2)CC1 (stereo not drawn) | 0.96 | 3 | 4 | 12
Cc1nc2nc[nH]n2c(=O)c1NC(=O)c1cccc(OCC(C)C)c1 | 1.1 | 1 | -4 | 5
CCN1C(=O)/C(=C2/Sc3ccc(OC)cc3N2C)SC1=Nc1ccc(C(C)=O)cc1 | 1.2 | ? | ? | 2
O=c1nc(N2CCOCC2)ccn1-c1nc(-c2ccccc2)oc1-c1ccccc1 | 1.1 | -4 | 3 | 5
Cc1onc(-c2ccccc2)c1C(=O)NC(CC(=O)O)c1ccc(OC(C)C)cc1 (stereo not drawn) | 1 | -7 | 86* | 10
O=C(CCn1cccc1)Nc1cc(F)ccc1F | 1.2 | -7 | 32 | 11
O=C(CSc1nc2c(c(=O)n1-c1ccc(F)cc1)SCC2)NCc1ccco1 | 1 | 9 | 21 | 2
O=C1C2C3C=CC(C3)C2C(=O)N1c1ccc2c(c1)CCC2 (stereo not drawn) | 1 | 5 | -19 | 12
CCOc1ccc(NC(=O)CCS(=O)(=O)c2cccc3nsnc23)cc1 | 1.1 | -6 | -2 | 10
COC(=O)CC1SC(=O)NC1=O (stereo not drawn) | 1.1 | 2 | -22 | 6
CSC1=NCCN1C(=O)c1ccc(S(=O)(=O)N2CCOCC2)cc1 | 1 | 7 | 1 | 5
Nc1c(C(O)(C(F)(F)F)C(F)(F)F)ccc2ccccc12 | 1 | 7 | -3 | 19
Cc1ccc2oc(C(=O)Nc3c(C)n(C)n(-c4ccccc4)c3=O)c(C)c2c1 | 1 | 4 | -6 | 10
[O-]/[N+](=C/c1ccc(F)cc1)c1ccccc1 | 0.92 | 2 | 16 | 11
O=C(Cn1c(-c2cncs2)nc2ccccc21)NCCc1ccccc1 | 1 | 1 | -3 | 11
O=c1c2nnn(Cc3ccccc3)c2ncn1-c1ccccc1 | 0.98 | 1 | -4 | 8
C=CCn1cc(C(=O)NCCCOCC)c(=O)c2cc(S(=O)(=O)N(CC)CC)ccc21 | 1.1 | 0 | 41 | 11
CCS(=O)(=O)N1CCC(C(=O)NCc2ccc(F)cc2)CC1 | 1 | 3 | -25 | 1
COc1ccc2cc3cc(C(=O)NCCN4CCN(Cc5ccccc5)CC4)oc3nc2c1 | 1.2 | ? | ? | 16
Cc1c(NC(=O)C2CCCN(S(=O)(=O)c3cnc[nH]3)C2)c(=O)n(-c2ccccc2)n1C (stereo not drawn) | 0.95 | 3 | -1 | 11

Screening results deposited in PubChem BioAssay by NMMLSC.
